HT1080-NT tox – kills 2HG-producing HT-1080-NT fibrosarcoma cells | HT-1080-NT fibrosarcoma viability, CellTiter-Glo ATP luminescence, 48 h | actives 1.6% (n = 360,000) | AID 686970 | Potency, µM (doses to about 46.1 µM), without a hit: top-dose activity, negative = less viability, actives largely listed as cytotoxic;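 also: NT is the 2HG producing partner of a matched IDH1 knockdown line; 0% = DMSO-treated cells and -100% = media-only wells without cells; nearly all actives have a fitted effect of over 55% in size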
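HT-1080-NT fibrosarcoma cells (2HG-overproducing), 750 cells/well in RPMI with 5% FBS, dosed after 2 h and incubated 48 h at 37C. CellTiter-Glo luminescence normalized to DMSO and no-cell wells; concentration-response curves fitted and classed.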
GLP1R cytotox – cytotoxicity counter-screen for GLP-1 receptor inverse agonists | HEK293 cAMP-luciferase reporter cells, luminescence, 24 h | Potency, µM (top dose mostly 38.3 µM), inactives show at the highest dose activity change, negative = inhibition, most hits filed as inhibitors | actives 0.13% (n = 410,000) | AID 624418;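 also: loss of luciferase light is scored as toxicity; % is scaled to controls: 0 for no effect and ±100 for the full control effect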
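Here, cytotoxicity is scored as loss of luminescence. The MLSMR collection was tested on cells seeded in medium containing 10% Nu serum, with a 24 hr compound exposure preceded by 12 hours of culture.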
GLP-1R agonist – GLP-1 receptor (human) agonism; HEK293 GLP-1R CRE-luciferase, luminescence, 4-6 h; cells express a hypersensitive GLP-1R form; Potency, µM (doses to about 45.6 µM), for inactives: at the top dose activation, usual class: activators; actives 0.007% (n = 380,000); also: % of control where 0% means no effect
Target sequence (P43220 whole entry, looked up): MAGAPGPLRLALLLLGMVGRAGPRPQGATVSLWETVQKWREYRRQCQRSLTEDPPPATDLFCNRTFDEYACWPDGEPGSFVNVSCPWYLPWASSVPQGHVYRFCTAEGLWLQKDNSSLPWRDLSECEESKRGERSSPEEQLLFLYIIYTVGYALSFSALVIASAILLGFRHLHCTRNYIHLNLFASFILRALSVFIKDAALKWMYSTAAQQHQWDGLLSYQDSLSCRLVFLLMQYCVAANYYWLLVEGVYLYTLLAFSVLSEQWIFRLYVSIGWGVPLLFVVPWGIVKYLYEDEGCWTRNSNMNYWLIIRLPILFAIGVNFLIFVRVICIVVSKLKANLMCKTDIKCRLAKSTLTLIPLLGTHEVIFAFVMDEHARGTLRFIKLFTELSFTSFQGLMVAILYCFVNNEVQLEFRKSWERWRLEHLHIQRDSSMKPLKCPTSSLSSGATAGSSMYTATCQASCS
KB-3-1 tox – KB-3-1 parental cell cytotoxicity. KB-3-1 viability, CellTiter-Glo ATP luminescence, 72 h. Potency, µM (series often up to 46.1 µM), without a hit: top-dose activity change, negative = cytotoxic, hits mostly cytotoxic. actives 1.4% (n = 400,000). AID 1347075; also: % is scaled to controls: 0 for no effect and ±100 for the full control effect; nearly all actives have a fitted effect of over 60% in size
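Viability of parental KB-3-1 cells, measured by CellTiter-Glo luminescence, followed a 72 h incubation at 37 °C with pinned compounds in phenol-red-free DMEM containing 10% FBS.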
GLP-1R inv ag – inverse agonists of human GLP-1 receptor; HEK293 GLP-1R CRE-luciferase, luminescence, 24 h; GLP-1R form is constitutively active; actives 1.6% (n = 410,000); P43220; Potency, µM (top dose mostly 38.3 µM), inactives show at the top dose activity change, negative = inhibition, most hits filed as inhibitors; also: % is scaled to controls: 0 for no effect and ±100 for the full control effect; nearly all actives have a fitted effect of over 55% in size
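Using stably transfected HEK293 (constitutively active GLP-1R, cAMP-luciferase reporter), compounds were incubated 24 hr and luciferase measured by luminescence.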
TDP-43 yeast inh – inhibitors of TDP-43 toxicity in yeast. TDP-43 expressing yeast growth rescue, BacTiter-Glo, 24 h. Potency, µM (titrated, usually from 46.1 µM), without a hit: at the top dose growth rescue (activation), actives largely listed as activators. actives 1.8% (n = 410,000). AID 652104; also: % of control where 0% means no effect; nearly all actives have a fitted effect of over 50% in size
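Yeast cells expressing TDP-43 under galactose induction are exposed to compounds for 24 hr at 30 deg C. BacTiter-Glo luminescence measures growth, so protective compounds score as activators.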
KB-V1 MDR tox – kills drug-selected multidrug resistant KB-V1 cells; KB-V1 MDR cells viability, CellTiter-Glo, 72 h; AID 1347076; actives 3.4% (n = 400,000); Potency, µM (doses to about 46.1 µM), for inactives: top-dose activity change, negative = cytotoxicity, actives largely listed as cytotoxic; also: % is scaled to controls: 0 for no effect and ±100 for the full control effect; nearly all actives have a fitted effect of over 60% in size
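Readout: CellTiter-Glo luminescence, 10 min after addition. Cells: KB-V1 MDR subline, 72 h at 37 degrees C with compound. Analysis: corrected, normalized data fitted to concentration-effect curves.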
HT1080 IDH1KD tx – HT-1080 IDH1 knockdown cell toxicity (counter line); Potency, µM (series often up to 46.1 µM), inactives show at the highest dose activity, negative = toxicity, actives largely listed as cytotoxic; AID 686971; HT-1080 IDH1 knockdown viability, ATP luminescence, 48 h; actives 2% (n = 360,000);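 also: 0% = DMSO wells and -100% = cell-free medium wells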
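Luminescent ATP read-out (CellTiter-Glo, 10 min at room temperature) after 48 h compound exposure at 37 °C gave viability of IDH1-knockdown HT-1080 cells. Activity was normalised to DMSO and cell-free wells, then fitted as concentration-response curves.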
SW480 rerep – DNA re-replication induction in SW480 cells; SW480 DNA re-replication, Hoechst DNA content imaging, 48 h; Potency, µM (top dose mostly 46.1 µM), for inactives: top-dose re-replication activation, usual class: activators; actives 1.8% (n = 340,000); AID 624297; also: % of control where 0% means no effect; nearly all actives have a fitted effect of over 55% in size
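DNA re-replication was detected as more nuclei of elevated Hoechst intensity after 48 hr exposure to compound (23 nL pinned per well of 250 cells).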
An asterisk follows results filed as active; ? = inconclusive; . = not tested or not shown; & = joins results of further samples; [ ] = dose if it differs, or a comment. Calls follow the shape of the dose curve; as a rule, active = well fitted curve in the direction sought with a large enough effect; inconclusive = small, poorly fitted or top-dose-only effect, or another doubt; inactive = no such curve, though single readings can be large; an effect the other way counts as inactive or inconclusive. Potency is read from the fitted curve at half-maximal effect. Hits appear at their usual frequency (roughly 9.4% active in at least one column).

SMILES	HT1080-NT tox	GLP1R cytotox	GLP-1R agonist	KB-3-1 tox	GLP-1R inv ag	TDP-43 yeast inh	KB-V1 MDR tox	HT1080 IDH1KD tx	SW480 rerep
CC(=O)N/N=C(\C)c1ccc(Br)cc1Br	8%	1%	1%	?	-4%	0%	-74%	0%	7%
O=C(NCCN1CCC(n2c(=O)[nH]c3ccccc32)CC1)c1ccccc1Cl	5%	-2%	5%	2%	15%	14%	?	16%	.
Cc1ccc(N2CC(C(=O)N3CCN(Cc4ccc5c(c4)OCO5)CC3)CC2=O)cc1 (stereo not given)	-10%	-5%	11%	-5%	-7%	-8%	?	-9%	-1%
COC(=O)Cn1c(=O)c2c(n(Cc3ccccc3)c1=O)N/C(=C/c1ccc(OC)cc1)C2=O	-15%	143%[activator]	-1%	-2%	?	-13%	10%	-23%	21µM*
c1cnc2ccc3c(c2c1)COCO3	-4%	32%[activator]	3%	6%	18%	11%	-25%	-4%	-2%
Cc1csc(SCC(=O)Nc2c(C)n(C)n(-c3ccccc3)c2=O)n1	9%	-17%	-3%	5%	-9%	-5%	-10%	17%	-1%
CCOC(=O)[C@H]1[C@H]2COc3ccc(Br)cc3[C@@H]2N2C(=O)N(c3ccc(F)cc3)C(=O)[C@@]12C	-10%	-3%	-1%	-3%	12%	17%	-3%	-3%	-2%
Cc1cn([C@H]2C[C@H](O)[C@@H](CNCc3cc(Cl)ccc3OCc3ccc(Cl)cc3)O2)c(=O)[nH]c1=O	-13%	-12%	-1%	2%	?	2%	-12%	-14%	.
COc1ccc(S(=O)(=O)Nc2cc(C)on2)cc1OC	3%	-7%	-4%	11%	3%	-8%	15%	-4%	-7%
CCC(C)NS(=O)(=O)c1cccs1 (stereo not given)	11%	0%	0%	11%	1%	11%	0%	20%	-4%
Cc1coc2c1c(C)cc1oc(=O)c(CC(=O)NCCC(=O)O)c(C)c12	-1%	4%	-3%	8%	11%	-4%	3%	3%	-2%
O=C(NC(c1ccc(Cl)cc1)c1cnccn1)C1CCN(Cc2ccc(Cl)cc2)CC1 (stereo not given)	?	-9%	0%	0%	?	16%	-7%	?	.
CCc1ccccc1NC(=O)C1NC(=O)CC1c1ccccc1 (stereo not given)	4%	-17%	2%	15%	1%	20%	-5%	2%	-4%
COc1ccc(C)cc1NC(=O)CN1CCN(CC(=O)Nc2ccccc2F)CC1	0%	-1%&-1%	-14%	-9%&-8%	6%&-2%	12%&-4%	?	-5%	-9%
CCOC(=O)C1(c2ccccc2)CCCNC1=O (stereo not given)	-3%	3%	-3%	-10%	-7%	-11%	21%	?	.
Cc1noc(C)c1CSc1nnc(-c2cc(Cl)ccc2Cl)n1N	-10%	4%	1%	-1%	-7%	18%	-23%	-11%	-10%
COc1ccc(CCn2c(N)c(C(=O)NCc3ccco3)c3nc4ccccc4nc32)cc1OC	?	78%[activator]	-1%	-3%	-14%	0%	-4%	18µM*	19%
O=C1C=CC(n2cc(F)c(=O)[nH]c2=O)O1 (stereo not given)	?	-11%	5%	-18%	12%	20%	-30%	?	.
Cc1ccn(CC(=O)N2CCCC(N3CCN(c4cccc(Cl)c4)CC3)C2)n1 (stereo not given)	13%	2%	7%	9%	11%	11%	?	11%	?
COCCNC(=S)NNc1ccc(Cl)c(C(=O)O)c1	-2%	-5%	-3%	0%	4%	-16%	4%	17%	?
CN(C)CC[n+]1ccc(C(=O)c2ccccc2)cc1	-1%	9%	-2%	-3%	5%	4%	-18%	-20%	-1%
COc1ccc(Br)cc1C(=O)Nc1ccc(O)cc1	-5%	3%	11%	11%	0%	0%	0%	10%[9.24 µM]	3%
Cc1nn(Cc2ccccc2)c(Cl)c1/C=C/C(=O)OCC(=O)N(C)C1CCS(=O)(=O)C1 (stereo not given)	-7%	-7%	9%	2%	23%	4%	-7%	-9%	1%
Cn1c(=O)oc2cc(S(=O)(=O)Nc3ccc(C(=O)O)cc3)ccc21	4%	-10%&0%	-7%	11%&1%	16%&1%	8%&13%	8%&2%	15%	.
Cc1cc(N2CCN(C)CC2)nc2ccc(NC(=S)N3CCCCCC3)cc12	-14%	-15%	21%	2%	11µM*	7%	12%	-9%	14%

Some of these compounds in order of formula weight, low to high.
SMILES	HT1080-NT tox	GLP1R cytotox	GLP-1R agonist	KB-3-1 tox	GLP-1R inv ag	TDP-43 yeast inh	KB-V1 MDR tox	HT1080 IDH1KD tx	SW480 rerep
c1cnc2ccc3c(c2c1)COCO3	-4%	32%[activator]	3%	6%	18%	11%	-25%	-4%	-2%
COc1ccc(Br)cc1C(=O)Nc1ccc(O)cc1	-5%	3%	11%	11%	0%	0%	0%	10%[9.24 µM]	3%
Cc1ccc(N2CC(C(=O)N3CCN(Cc4ccc5c(c4)OCO5)CC3)CC2=O)cc1 (stereo not given)	-10%	-5%	11%	-5%	-7%	-8%	?	-9%	-1%

Printed as active in SW480 rerep, among the entries above:
molecule	GLP-1R agonist	GLP-1R inv ag	SW480 rerep
COC(=O)Cn1c(=O)c2c(n(Cc3ccccc3)c1=O)N/C(=C/c1ccc(OC)cc1)C2=O	-1%	?	21µM*

More compounds:
SMILES	HT1080-NT tox	GLP1R cytotox	GLP-1R agonist	KB-3-1 tox	GLP-1R inv ag	TDP-43 yeast inh	KB-V1 MDR tox	HT1080 IDH1KD tx	SW480 rerep
NC(=S)c1ccc(OCCCc2ccccc2)cc1	7%	?	-1%	-15%	?	10µM*	2%	2%	.
CCOC(=O)Cn1c(Br)nc2c1c(=O)[nH]c(=O)n2C	-16%	7%	0%	25%	-17%	-21%	9%	0%	13%
O=c1[nH]c(C2CCN(S(=O)(=O)c3ccccc3F)CC2)nc2c1nnn2Cc1ccc2c(c1)OCCO2	7%	0%	-4%	-13%	122%[activator]	-2%	-14%	13%	2%
O=C(c1ccc(NC(=S)Nc2ccc(F)cc2F)cc1)N1CCOCC1	14%	-24%	14%	0%	-14%	16%	4%	12%	-14%
CCN1C(=O)N(CN2CCOCC2)C2C1N(CN1CCOCC1)C(=O)N2CC (stereo not given)	-5%	6%	0%	-9%	12%	-13%	1%	-5%	-4%
N#Cc1cnn(-c2ccc([N+](=O)[O-])cc2[N+](=O)[O-])c1N	-2%	4%	5%	18µM*	2%	?	?	-29%	.
CCN(CC)CCn1c(O)c(N=O)c2ccccc21	6%	4%	0%	0%	0%	-4%	10%	-14%	-3%
COc1ccc(NC(=O)Cn2c(=O)n(-c3cccc(C)c3)c(=O)c3c2c2cc(C)ccc2n3C)cc1Cl	.	-8%	.	0%	-21%	9%	-2%	.	.
CC(C)Cn1c(N)c(C(=O)COC(=O)c2c(F)cccc2F)c(=O)n(C)c1=O	1%	2%	-3%	?	?	-5%	-24%	-2%	-56%[inhibitor]
CCOC(=O)c1ccc(NC(=O)c2cn(CCC#N)nc2-c2ccc3c(c2)OCCO3)cc1	2%	-5%	3%	18%	20%	?	-17%	-5%	-7%
CC(C)CN1C(=O)c2ccc(C(=O)Nc3nccs3)cc2C1=O	-4%	19%	-5%	14%	1%	-10%	22%	-6%	-6%
CCCCCCCCCCCCOC(=O)C[N+](C)(C)C	23%	3%	5%	10%	16%	-10%	0%	21%	10%
O=S(=O)(c1cccc(-c2cn3cccnc3n2)c1)N1CCCCCC1	-3%	1%	-3%	-6%	-15%	-4%	-2%	-12%	-10%
COc1ccc([C@H]2Oc3cc(O)cc(O)c3C(=O)C2[C@@H]2C(=O)c3c(O)cc(O)cc3O[C@@H]2c2ccc(OC)cc2)cc1 (stereo not given in full)	?	4%	-1%	0%	?	-79%[inhibitor]	-1%	?	-15%
COc1ccc(-c2csc(C(O)c3ccc(F)c(OC)c3)n2)cc1 (stereo not given)	?	-19%	17%	-3%	?	22µM*	?	-20%	.
CCOc1ccccc1NC(=O)c1sc2nc(C)nc(N3CCOCC3)c2c1C	10%	8%	2%	15%	6%	7.9µM*	-15%	16%	-5%
CCCn1c(=N)c(S(=O)(=O)c2ccc(F)cc2)cc2c(=O)n3cccc(C)c3nc21	20%	-5%	7%	-1%	1%	-1%	-7%	5%	?
Cc1cc(C)cc(-n2c(SCC(=O)NCc3ccco3)nc3c([nH]c4ccccc43)c2=O)c1	.	-26%	-6%	-2%	-22%	28%	11%	.	.
O=C(COc1ccccc1)N1CCc2ccccc2C1	9%	-11%	0%	9%	-10%	13%	5%	3%	-8%
Cc1ccccc1N(CC(=O)NC1CCCC1)C(=O)c1oc(C(C)(C)C)cc1C	-6%	1%	-3%	-3%	?	-19%	16µM*	2%	?
NC(=S)NNC(=O)c1ccccc1Cl	-1%	-8%	5%	3%	11%	10%	16%	5%	3%
COCCCn1c(-c2ccc(S(=O)(=O)N3CCOCC3)cc2)csc1=Nc1ccccc1	-2%	2%&-18%	-2%	?	13%&15%	17%&3%	3%	-15%	-8%
COc1ccc(Cl)cc1S(=O)(=O)N1CCN(C(=O)c2cc(OC)c(OC)c(OC)c2)CC1	0%	-15%	5%	15%	-12%	-25%	-28%	1%	0%
O=C(CN1CCN(c2ccc(F)cc2)CC1)Nc1ccccc1[N+](=O)[O-]	0%	-12%	5%	-1%	2%	0%	-11%	9%	-9%
O=C1NC(c2ccncc2)Nc2ccccc21 (stereo not given)	0%	-1%	1%	11%	1%	21%	18%	-3%	-2%
O=C(c1ccc(N2CCN(S(=O)(=O)c3ccccc3)CC2)c([N+](=O)[O-])c1)N1CCOCC1	0%	-22%	2%	-17%	-7%	-17%	3.7µM*	-4%	2%
O=C(OCN1C(=O)c2ccccc2C1=O)c1cccs1	3%	7%	0%	-7%	11%	-6%	0%	-5%	-10%
COc1ccc(-c2nc3ccccc3s2)cc1NC(=O)COc1ccc(C)cc1	.	0%	6%	?	29%	-15%	-20%	.	.
COc1cc(NC(=O)Cn2cnc3sc(C)c(S(=O)(=O)N4CCC(C)CC4)c3c2=O)cc(OC)c1OC	.	2%	.	1%	10%	11%	14%	.	.
C/C(=N\NC(=O)c1ccc(N/N=C(\C)c2ccncc2)cc1)c1ccncc1	-7%	-33%	?	8%	?	-3%	?	-25%	7%

From PubChem
